# Pf apPOL block: Pf-apPOL DNA polymerase inhibition. Recombinant Pf-apPOL, molecular beacon fluorescence, 1.5 h. hit rate 0.25% among 210,000. inhibition, % at 10 µM
# mHTT-CaM PPI inh: disrupts binding of mutant huntingtin to calmodulin | P42858 | AlphaScreen His-mHTT/GST-CaM binding, luminescence | inhibition, % at 15 µM | hit rate 3.6% among 190,000;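 also: 0% = both proteins with DMSO and 100% = one protein alone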
# An asterisk follows results filed as active; / = not tested or not shown; & = joins results of further samples. Rule as the data show it: active = inhibition above about 50%; inactive = the rest.
SMILES,Pf apPOL block,mHTT-CaM PPI inh
CN1CCN(c2c3c(c(C#N)c4nc5ccccc5n24)CCC3)CC1,-4,-10
Cc1ccc(C2CCC3(CCC(=O)N3CCOC(=O)Nc3ccc(F)cc3)CC2)cc1 (stereo not drawn),-8&-1,-7&-6
N#CC1=CN(c2cccc(F)c2)c2ccccc2S1(=O)=O,-3,-2
CCCc1nc(C)c2c(=O)n(CC#N)ccn12,-2,10
Cc1ccc(C(=O)Nc2nc3ccccc3n2C)cc1,-2,39
N#CC1=C(N)N(c2ncn[nH]2)C2=C(C(=O)CC(c3ccccc3)C2)C1c1cccc([N+](=O)[O-])c1 (stereo not drawn),-4,35
c1csc(-c2cccs2)c1,/,-4
Cc1cccc(NC(=O)COc2ccc(Br)cc2C)n1,-1,-9
CNC(=O)c1csc(NC(=O)c2cc(Cl)ccc2Cl)n1,0,-6
Cc1ccc(NC(=O)C(=O)NCCc2ccccc2F)cc1,-9,-1
CCc1ccc(CNC(=O)C2CCCN(S(=O)(=O)N3CCC(C)CC3)C2)cc1 (stereo not drawn),-17,-6
O=S1(=O)N=C(Cc2ccccc2)Nc2ccc(S(=O)(=O)N3CCOCC3)cc21,-4,-6
O=C(NC1CC1)c1cccc(OCC2CCCN(C(=O)c3ccc(F)cc3)C2)c1 (stereo not drawn),-1,3
CCC[C@H]1[C@@H](OC(=O)NCc2ccc(Cl)c(Cl)c2)CC[C@@]23CCCN2C(=O)CCC[C@@H]13,-8,2
CCNc1cc(N2CCCC(CCC(=O)Nc3ccc(OC)c(OC)c3)C2)ncn1 (stereo not drawn),-4,45
Cc1cccc(N2CCN(C(=O)COc3ccccc3)CC2)c1C,-7,-6
COCCCNC(=O)c1cc(Sc2ccc(C)cc2)nc2ccccc12,-2,2
Cc1cc(F)c(F)c(C(=O)N2CCOCC2)c1Cl,-64,-3
CCCN1C(=O)c2cccnc2Sc2cc(C(=O)N3CCC(C)CC3)ccc21,-2,15
Cc1ccccc1N=c1oc2ccc(Br)cc2cc1C(=O)Nc1nccs1,-5,-4
O=C(C1CC1)N1CCc2cc(Br)cc(S(=O)(=O)NCCCN3CCCCC3)c21,6,4
O=C(O)c1cc(-c2cc(C(=O)O)c3ccccc3n2)nc2ccccc12,-2&0,-3&1
COc1ccc(-c2noc(C3CCN(CC(=O)Nc4cccc(Cl)c4C)CC3)n2)cc1,-4,40
COc1ccc(N(CC(=O)N2CCCCCC2)S(C)(=O)=O)c(OC)c1,-2,3
CC(C)NC(=O)CN1CCN(Cc2ccc3c(c2)OCO3)CC1,-3,0
SMILES,Pf apPOL block,mHTT-CaM PPI inh
COCc1nnc(NC(=O)c2ccc(C)c(C)c2)s1,-4,2
Cc1ccc(-c2ncc(C(=O)N3CCCC3)c(N3CCN(C)CC3)n2)cc1,3,15
O=C(Nc1cccc(NC(=O)c2ccc(Br)o2)c1)c1ccco1,-93,-4
COc1ccc(C(=O)N2CCCC3(C2)Nc2cccnc2NC3=NCc2ccccc2)cn1 (stereo not drawn),-6,2
NC(=O)C1CCN(Cc2cc3c(cc2[N+](=O)[O-])OCO3)CC1,-2,5
CC(NC(=O)CSc1ncc(-c2ccccc2)[nH]1)c1ccccc1 (stereo not drawn),-1,15
COc1ccccc1N1CCN(Cc2ccc(OC)c(C)c2OC)CC1,-6,0
COc1cc(C(=O)NCCc2ccc(F)cc2)c([N+](=O)[O-])cc1OC,2,1
COc1ccc(NC(=O)COc2ccccc2C)cc1Cl,-9,-18
COc1cc(/C=C2/C=C(c3ccc(Cl)cc3)OC2=O)cc(I)c1OC,6,15
CCN1CCN(c2ccc(NC(=O)c3cc(C)ccc3C)cn2)C1=O,2,0
CCC(=O)N1c2ccccc2-c2nnc(SC)nc2OC1c1ccc(OC)c(OC)c1OC (stereo not drawn),2,-4
CCOc1ccc(C=NNC(=O)c2c(-c3ccccc3)noc2C)cc1,4,/
COc1ccc(C(=O)N2CCC(c3noc(-c4ccccc4OC)n3)CC2)cc1,-4,-11
COc1ccccc1N1CCN(CC(O)COc2ccc(Cl)c(C)c2)CC1 (stereo not drawn),2,99*
COc1ccc(S(=O)(=O)N2CCc3nc[nH]c3C2)cc1,0,-5
Cc1ccccc1C1CC(c2cccs2)Nc2nnnn21 (stereo not drawn),-2,-1
COc1ccc(-c2csc(Nc3cccc(O)c3)n2)cc1OC,3,68*
COCCN(CC1(C)CCOCC1)C(=O)NC1CCCCC1,0,-4
O=C(Nc1nnc(C2CCCCC2)s1)C1CCCCC1,-12,-3
COc1ccc(CCNC(=O)c2cc(Br)ccc2Cl)cc1OC,2,-1
CCC(=O)NCCc1csc(C2CCN(C(=O)c3ccccc3C)CC2)n1,-1,-1
Cc1ccc2oc(-c3ccc(Cl)c(NC(=O)c4ccccc4F)c3)nc2c1,0,0
N#CC1=C(N)N2C(=C(C#N)C1c1ccncc1)Sc1ccccc12 (stereo not drawn),-4,8
OCC(O)C(O)C(O)C(O)C1SC(c2ccccc2)=NN1c1ccccc1 (stereo not drawn),11,/

# Part of the list above in order of length of the SMILES, falling:
SMILES,Pf apPOL block,mHTT-CaM PPI inh
CCC(=O)N1c2ccccc2-c2nnc(SC)nc2OC1c1ccc(OC)c(OC)c1OC (stereo not drawn),2,-4
COc1ccc(C(=O)N2CCC(c3noc(-c4ccccc4OC)n3)CC2)cc1,-4,-11
Cc1ccc2oc(-c3ccc(Cl)c(NC(=O)c4ccccc4F)c3)nc2c1,0,0
COc1cc(/C=C2/C=C(c3ccc(Cl)cc3)OC2=O)cc(I)c1OC,6,15
OCC(O)C(O)C(O)C(O)C1SC(c2ccccc2)=NN1c1ccccc1 (stereo not drawn),11,/
CCC(=O)NCCc1csc(C2CCN(C(=O)c3ccccc3C)CC2)n1,-1,-1
COc1ccccc1N1CCN(CC(O)COc2ccc(Cl)c(C)c2)CC1 (stereo not drawn),2,99*
CCN1CCN(c2ccc(NC(=O)c3cc(C)ccc3C)cn2)C1=O,2,0
O=C(Nc1cccc(NC(=O)c2ccc(Br)o2)c1)c1ccco1,-93,-4
COc1ccccc1N1CCN(Cc2ccc(OC)c(C)c2OC)CC1,-6,0
COc1ccc(S(=O)(=O)N2CCc3nc[nH]c3C2)cc1,0,-5
COc1ccc(-c2csc(Nc3cccc(O)c3)n2)cc1OC,3,68*
COCCN(CC1(C)CCOCC1)C(=O)NC1CCCCC1,0,-4
COCc1nnc(NC(=O)c2ccc(C)c(C)c2)s1,-4,2
O=C(Nc1nnc(C2CCCCC2)s1)C1CCCCC1,-12,-3

# Additional results
SMILES,Pf apPOL block,mHTT-CaM PPI inh
Cc1ccc(NC(=O)C(NC(=O)C2CCCCC2)C23CC4CC(CC(C4)C2)C3)cc1 (stereo not drawn),0,2
N#CC1=C(N)C(C#N)(C#N)C(c2ccccc2)C2CCCC=C12 (stereo not drawn),1,18
CCCNC(=O)c1cn2c(n1)CCC(c1cccc(C)c1)C2 (stereo not drawn),-1,2
COCCNC(=O)c1cc(OC)c(OC)c(OC)c1,-3,-4
N#Cc1cccc(NC(=O)c2cc(C3CC3)n3nccc3n2)c1,-1,-6
O=C(NCCCN1CCCCC1)c1ccc(-c2ccnc(N3CCCC3)n2)cc1,-1,10
CCCNc1cc(N2CCC(CCC(=O)NCCN3CCN(C)CC3)CC2)ncn1,-2,2
Cc1ccc(C(O)=C2C(=O)C(=O)N(C)C2c2ccc(Br)cc2)cc1 (stereo not drawn),2,4
COc1ccc(CNC(=O)CN2CCC(c3nc(-c4ccccc4Cl)no3)CC2)cc1,-3,12
O=C(Nc1nc2ccccc2s1)c1cc(Br)ccc1Cl,3&0,-2&-6
CC1CCCN(S(=O)(=O)c2ccc3[nH]c(=O)cc(C(=O)NC4CCCC(C)C4C)c3c2)C1 (stereo not drawn),-7,-1
COc1cccc(C=C2Oc3cc(OC(=O)C(C)(C)C)ccc3C2=O)c1,-4,-6
S=c1[nH]nc(Nc2ccc(Br)cc2Cl)s1,-3,/
CCCN1CCN(C(=O)C2CCCN(c3nccc(C)n3)C2)CC1 (stereo not drawn),-1,-7
O=C(O)CCc1nc(-c2cccs2)no1,-3&-2,/
CCCCNC(=O)[C@@H]1CC=C[C@@H]2CCN(C3CCCCC3)C(=O)[C@@H]21,-3,-1
CC(=O)N(Cc1nn(C)c2c1CN(S(C)(=O)=O)CC2)c1ccccc1,0,-1
CCCc1c(C(=O)Nc2cc(C)on2)cnn1-c1ccccc1,0,/
COCCN1C(=O)Cc2ccccc2C1C(=O)NCc1ccccc1OC (stereo not drawn),-5,-5
COc1cccc(OCC2CN(C(=O)Nc3ccccc3)CCO2)c1 (stereo not drawn),-1,4
COc1ccc(-c2[nH]ncc2C=NNc2ncc(C(F)(F)F)cc2Cl)cc1,-2,/
CC(C)CN1CCn2cc(C(=O)NCCN3CCc4ccccc4C3)nc2C1,3,32
Cc1ccc(C(=O)N2CCC(c3nc(C(=O)N4CCCCC4)c(C)o3)CC2)c(C)c1,1,-2
CCN(C(=O)c1noc2c1CCCC2)c1ccccc1,-3,-8
Cc1cc(C)c(-c2noc(C)n2)c(NC(=O)c2ccc(C(C)C)cc2)n1,-3,0
SMILES,Pf apPOL block,mHTT-CaM PPI inh
Cc1cc(=O)n(CC(=O)N2CCCc3ccccc32)c(N2CCOCC2)n1,-1,-5
CCOC(=O)c1c(Cl)cc(C)cc1N1CCCC1,-2,/
CCOC(=O)N1CCC(c2nnc(-c3ccco3)s2)CC1,-8,-19
CC1=C([N+](=O)[O-])C(c2cccc([N+](=O)[O-])c2)N(C)C(=O)N1C (stereo not drawn),4,4
CCOc1ccc(C(=O)N2CC(=O)Nc3ccc(C)cc3C2c2ccc(F)cc2)cc1OCC (stereo not drawn),0,65*
O=C(NNC(=O)c1ccccc1)NC(=O)c1ccccc1Cl,-4&-7,/
Cc1ccc(-c2nc3ccccc3s2)cc1NC(=O)c1ccc2c(c1)OCCO2,-2,0
COc1cc(C2c3c(-c4ccccc4)n[nH]c3C(=O)N2c2ccccc2)ccc1O (stereo not drawn),-2,31
CCC(C(=O)Nc1ccc(Br)cc1F)c1ccccc1 (stereo not drawn),0,-45
COc1cc(C)ccc1OC(C)C(=O)Nc1ccc(-c2ccc3nncn3n2)cc1 (stereo not drawn),-4,3
O=[N+]([O-])c1ccc(N2CCOCC2)cc1NCCCO,-2,1
CNCC(O)CN1CCN(c2ccccc2OC)CC1 (stereo not drawn),-1,-2
Cc1cc(Cl)ccc1N1C=C(C#N)S(=O)(=O)c2ccccc21,1,-5
O=C1CC(c2cccs2)CC(O)=C1C=NCCN1CCNCC1 (stereo not drawn),10,0
O=c1c(-c2ccccc2)c(O)nc2ccccn12,-1,/
CC(O)(CNC(=O)C(=O)NCCC1=CCCCC1)c1ccc(-c2ccccc2)cc1 (stereo not drawn),-8,-1
CCCn1ncc(N2CCC(C(=O)NCCN3CCCCC3)CC2)cc1=O,-4,8
COc1cccc(C(=O)N2CCc3c(c(COCc4ccccc4C)nn3C)C2)c1,-6,12
CCC1=NS(=O)(=O)c2cc(NC(C)=O)ccc2N1CC(C)C,1,-3
O=[N+]([O-])c1cccc(CN2CCc3ccccc3C2)c1,-5,-3
Nc1cc(=O)[nH]c(SCC(=O)Nc2ccccn2)n1,-4,-1
O=C(NCc1cccnc1)c1cnc2ccccc2n1,-1,/
Cc1ccc(CN2CCN(CCO)CC2)o1,0,4
Cc1nn(-c2ccc(C(=O)NCc3cccs3)cc2)c2c1C(=O)CCC2,1,13
O=C(Nc1c2c(nn1-c1cccc(Cl)c1)CS(=O)(=O)C2)c1ccc(Cl)c([N+](=O)[O-])c1,-7,22
SMILES,Pf apPOL block,mHTT-CaM PPI inh
CNC(=O)N1CCc2c(c(-c3nc(Cc4ccccc4)no3)nn2C)C1,-2,-1
COC(=O)C1CN(Cc2ccc(OC)cc2)CCS(=O)(=O)N1Cc1cn(Cc2ccc(Cl)cc2)nn1 (stereo not drawn),-6,-4
Cc1nn(C)cc1CN(C)C(=O)C1CCCN(c2cnn(C)c(=O)c2)C1 (stereo not drawn),-3,0
CCOc1ccccc1NC(=O)c1c(NC(=O)CNCc2ccco2)sc2c1CCC2,7,3
CC(C)(C)C1CCC2(CC1)NC(=O)N(CC(=O)Nc1cccc(C#N)c1)C2=O (stereo not drawn),-1,-4
COCCN1C(=O)c2ccccc2C(C(=O)N2CCC(C)CC2)C1c1ccc(F)cc1 (stereo not drawn),0,4
O=[N+]([O-])c1cc(Cl)ccc1N1CCCC1,/,36
COC1=CC2([N+](=O)[O-])CN(CC(=O)O)CC([N+](=O)[O-])(C1)C2 (stereo not drawn),4,0
Cc1cc(C)cc(NC(=O)N2CCCC2c2c(C)noc2C)c1 (stereo not drawn),-2,-5
O=C(O)CN1CCN(Cc2cccc(Cl)c2)C1=O,-8,0
CSc1ccc(NS(=O)(=O)c2cc3c(s2)CCN(C(=O)C2CC2)C3)cc1,4,22
O=C(CCc1csc(NC(=O)c2ccc[nH]c2=O)n1)Nc1nc2c(s1)CCCC2,0,14
CC(=O)N1CCC(NC2CCCCCC2)CC1,0,-5
O=c1c2scc(-c3ccc(F)cc3)c2ncn1Cc1ccc(Br)cc1,-4,-2
CC1=NN(C(=O)c2ccc(Br)cc2)C(O)(c2ccccc2)C1 (stereo not drawn),-7,26
